Screens as filed in PubChem BioAssay.
M4 PAM = human M4 muscarinic receptor positive allosteric modulators, primary screen, CHO-K1 cells, Fluo-8 calcium fluorescence; CHO-K1 hM4/Gqi5, ACh EC20; 0% = ACh EC20, 100% = maximal ACh; activation, % at 3 µM; 0.4% of 360,000 active; AID 624126, 2012;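 active = activation above its plate's cutoff, the mean activation of sample wells plus 3 SD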; note: some results filed as inactive read as strong as hits
Target sequence (P08173 whole entry, looked up): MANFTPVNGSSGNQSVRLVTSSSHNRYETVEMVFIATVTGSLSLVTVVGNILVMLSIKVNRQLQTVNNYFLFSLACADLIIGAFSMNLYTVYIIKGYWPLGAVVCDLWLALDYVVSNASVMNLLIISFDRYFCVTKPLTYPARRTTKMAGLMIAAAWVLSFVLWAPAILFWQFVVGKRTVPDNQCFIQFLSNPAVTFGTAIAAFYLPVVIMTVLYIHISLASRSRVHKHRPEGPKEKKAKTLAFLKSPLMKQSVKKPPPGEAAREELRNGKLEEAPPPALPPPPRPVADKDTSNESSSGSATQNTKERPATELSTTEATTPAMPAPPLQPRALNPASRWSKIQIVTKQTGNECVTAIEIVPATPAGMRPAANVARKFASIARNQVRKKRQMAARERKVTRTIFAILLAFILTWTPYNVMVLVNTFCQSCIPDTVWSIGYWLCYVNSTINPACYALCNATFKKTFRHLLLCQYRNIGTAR
M5 PAM = human M5 muscarinic receptor positive allosteric modulators, primary screen, CHO-K1 cells, Fluo-8 calcium fluorescence. Muscarinic acetylcholine receptor M5 (Homo sapiens), P08912. CHO-K1 hM5, ACh EC20 PAM; 0% = ACh EC20, 100% = ACh EC100. activation, % at 3 µM. 0.3% of 360,000 active. AID 624038, 2012;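 active = activation above the run cutoff, the mean activation of all test compounds plus 3 SD, cut at about 18% in these data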
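Replicates: One well per compound, no replicates | System: Human M5 receptor in CHO-K1 cells | Benchmarks: Low control EC20 acetylcholine (0%), high control EC100 acetylcholine (100%) | Probe or stimulus: Acetylcholine, EC20 level | Times: Fluo-8 loading 80 min at 37 °C plus 30 min room temperature | Signal: Intracellular calcium via Fluo-8 fluorescence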
CRFBP-R2 agonist = agonists of CRF-BP/CRF-R2 complex, primary screen, cell-based, HEK293, calcium dye fluorescence, uHTS | CRF-binding protein / CRF receptor 2 complex (human) | calcium dye fluorescence (FLIPR); percent of saturating CRF peptide response | activation, % at 13.2 µM | 0.46% of 350,000 active;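 active = activation of at least 50%, plus an integration ratio under a set limit after plate pattern correction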;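 note: plate controls were neutral control wells without compound for no effect and CRF at EC100 for full effect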
M1 PAM = human M1 muscarinic receptor positive allosteric modulators, primary screen, CHO-K1 cells, Fluo-8 calcium fluorescence, 1536-well; Muscarinic acetylcholine receptor M1 (Homo sapiens), P11229; CHO-K1 hM1, ACh EC20; 0% = ACh EC20, 100% = maximal ACh; activation, % at 3 µM; 0.088% of 360,000 active; AID 588819, 2011; in the data active = activation above about 19%, passing the limit was not always enough
Target sequence (P11229 whole entry, looked up): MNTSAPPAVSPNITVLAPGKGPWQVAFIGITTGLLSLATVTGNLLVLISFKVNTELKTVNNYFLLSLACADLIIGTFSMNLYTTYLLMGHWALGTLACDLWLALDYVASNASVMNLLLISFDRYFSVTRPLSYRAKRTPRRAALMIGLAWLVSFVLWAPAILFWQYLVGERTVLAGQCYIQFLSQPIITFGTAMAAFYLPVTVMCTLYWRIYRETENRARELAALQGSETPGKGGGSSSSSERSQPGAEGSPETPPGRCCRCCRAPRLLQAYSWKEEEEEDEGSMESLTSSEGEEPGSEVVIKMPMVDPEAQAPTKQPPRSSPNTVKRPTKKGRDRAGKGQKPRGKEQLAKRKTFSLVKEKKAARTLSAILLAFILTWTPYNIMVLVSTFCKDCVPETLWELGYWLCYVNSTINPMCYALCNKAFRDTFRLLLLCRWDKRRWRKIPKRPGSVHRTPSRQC
CHRM4 antagonist = human M4 muscarinic receptor antagonists, primary screen, CHO cells, Fluo-8 calcium fluorescence; CHO-hM4 cells, ACh EC80; AID 624125, 2012; Muscarinic acetylcholine receptor M4 (Homo sapiens), P08173; 0.73% of 360,000 active; inhibition, % at 3 µM;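 active = inhibition above its plate's cutoff, the mean inhibition of sample wells plus 3 SD, cut at about 27% in these data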;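 note: 0% = acetylcholine EC80 with DMSO and 100% = DMSO without agonist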
CHRM1 antagonist = human M1 muscarinic receptor antagonists, primary screen, CHO-K1 cells, Fluo-8 calcium fluorescence, 1536-well; AID 588852, 2011; inhibition, % at 3 µM; 1.3% of 360,000 active; CHO-K1 hM1, ACh EC80 antagonist;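 active = percent inhibition above its own plate's cutoff, namely the mean of that plate's compound wells plus 3 SD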;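 note: peak over basal fluorescence ratio during 140 s after agonist addition; 0% = ACh EC80 plus DMSO and 100% = DMSO alone without agonist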
M4 ag = human M4 muscarinic receptor agonists, primary screen, CHO-K1 cells, Fluo-8 calcium fluorescence | 0.14% of 360,000 active | CHO-K1 hM4/Gqi5; vehicle 0%, full acetylcholine response 100% | activation, % at 3 µM;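 active = activation above the run mean over all test wells plus 3 SD, cut at about 32% in these data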;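 note: peak over basal fluorescence ratio per well then scaled between controls; 0% = DMSO wells and 100% = acetylcholine at EC100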
CHRM5 agonist = human M5 muscarinic receptor agonists, primary screen, CHO-K1 cells, Fluo-8 calcium fluorescence; CHO-K1 hM5 cells; 0% DMSO wells, 100% maximal acetylcholine response; activation, % at 3 µM; Muscarinic acetylcholine receptor M5 (Homo sapiens), P08912; 0.19% of 360,000 active;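 active = activation above the run's mean over test compounds plus 3 SD, cut at about 23% in these data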;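 note: signal is peak over basal fluorescence ratio across the kinetic read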
M5 antag = human M5 muscarinic receptor antagonists, primary screen, CHO cells, Fluo-8 calcium fluorescence. CHO-hM5 cells, ACh EC80. AID 624040, 2012. Muscarinic acetylcholine receptor M5 (Homo sapiens), P08912. inhibition, % at 3 µM. 0.59% of 360,000 active;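 active = inhibition above a per-plate cutoff, the mean of that plate's test compounds plus 3 SD, cut at about 27% in these data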;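 note: 0% = acetylcholine EC80 with DMSO and 100% = DMSO without agonist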
Numbers without * were called inactive; / = not tested or not shown.

Order of results – M4 PAM	M1 PAM	CRFBP-R2 agonist	CHRM5 agonist	M4 ag	M5 antag	M5 PAM	CHRM1 antagonist	CHRM4 antagonist
Cc1noc(/C=C/N(C)C)c1S(=O)(=O)N1CCCC(C(=O)Nc2ccc(F)cc2F)C1 (stereo unspecified)
    -0.8	4.8	-0.9	0.9	1.3	5.3	-4.0	-2.3	2.1
O=C(Cc1ccccc1)Nc1nc2ccccc2[nH]1
    8.5	8.8	-0.4	2.9	3.4	0.3	5.0	-24.1	-7.2
Cc1cccc(NS(=O)(=O)c2cccc(C(=O)N3CCCC(C(F)(F)F)C3)c2)c1 (stereo unspecified)
    -3.8	-1.9	0.5	-2.3	1.2	1.9	-2.2	8.0	-2.1
CCOCCCNC(=O)c1c[nH]c2c(CC)cccc2c1=O
    5.7	-7.8	-2.4	-6.2	2.3	13.8	-9.2	20.6	-0.9
COc1ccccc1CC(=O)Nc1cccc2ccccc12
    0.1	8.6	-2.2	-3.4	0.4	-4.4	12.5	-13.5	-4.8
C=CCNc1ncnc2c1ncn2[C@H]1CN(Cc2ccco2)C[C@@H](CO)O1
    5.2	9.3	/	0.8	1.1	-4.5	-2.5	-12.8	-6.0
Cc1c(C(=O)Nc2cccc(S(=O)(=O)N3CCCC3)c2)oc2ccccc12
    -2.7	-13.4	-0.4	-2.0	0.6	0.4	3.4	13.6	3.0
CCCCN(Cc1ccccc1)C(=O)C1CCN(S(=O)(=O)c2c(C)noc2C)CC1
    2.1	5.8	3.3	0.5	-0.1	3.5	-2.1	-33.3	-1.9
Cc1cc(C)c2c(=O)[nH]c(SCC(=O)N(C)C)nc2n1
    2.2	1.4	-1.6	3.5	0.0	0.5	4.4	-5.9	4.9
CCCCC1(C(=O)OCC)NC(c2ccc(O)cc2)C2C(=O)N(c3ccccc3)C(=O)C21 (stereo unspecified)
    -4.0	3.8	-0.5	0.5	1.8	3.5	-0.7	-8.6	9.3
CC(C)(C)N(Cc1ccccc1)C(=O)COC(=O)CN1C(=O)C2CC=CCC2C1=O (stereo unspecified)
    3.9	4.5	0.7	0.4	4.8	-2.1	-2.4	-11.6	-4.9
C=CCNC(=S)N/N=C(\C)c1cc(OC)c(OC)c(OC)c1
    -5.3	1.8	-0.4	-1.5	0.1	15.5	-5.1	-9.6	9.9
COc1ccc(CN2CCN(C3CCC3)CC2CCO)c(F)c1 (stereo unspecified)
    -6.8	-0.9	-0.9	-0.1	1.6	3.6	2.2	-4.6	-0.7
Nc1cnccc1C(=O)O
    2.5	0.5	24.2	23.8*	5.4	2.9	-14.7	-8.4	3.0
CCOc1ccc(NS(=O)(=O)c2ccc(N)cc2)cc1
    -3.4	7.5	-0.1	-13.4	0.1	15.2	7.2	-6.6	10.1
Cc1c(C(=O)Nc2ccc(N3CCOCC3)cc2)oc2ccccc12
    -11.0	-10.3	-1.2	1.2	10.1	-3.1	-1.9	12.7	9.3
Cc1nn(CC(C)C)c(Cl)c1C(=O)N(c1ccc(Cl)cc1F)S(C)(=O)=O
    1.5	16.1	-0.2	-5.1	-1.1	6.2	1.8	-10.6	-0.3
COC(=O)c1ccc2c(c1)nc(C)n2CCO
    -3.1	5.8	1.9	-0.6	0.4	7.0	-3.3	-26.9	3.4
CCC(c1nnnn1C1CCCC1)N1CCN(c2ccccc2)CC1 (stereo unspecified)
    2.6	0.7	0.0	-2.3	0.3	1.1	-2.0	-15.0	3.5
CCOC(=O)N(C)C[C@@H]1OCc2cn(nn2)CCCC(=O)N([C@@H](C)CO)C[C@H]1C
    6.5	6.1	-0.3	0.2	0.8	-6.3	7.2	-12.2	-6.6
COc1ccccc1C(=O)NC(C)c1ccccc1 (stereo unspecified)
    5.7	5.6	-2.2	-1.3	-1.3	2.7	0.2	-8.2	-11.7
Cc1ccc(OCC(=O)Nc2ccccc2C(=O)N2CCCCC2)cc1
    2.8	4.5	-0.5	-1.2	7.9	-5.9	-5.1	-10.1	-5.8
O=C(Nc1cccc(-c2nc3ccccc3s2)c1)c1cc(-n2cnnc2)ccc1Cl
    -16.6	-5.5	-1.8	-0.3	8.5	7.3	-9.7	11.1	13.5
Cc1cc2ncc(-c3ncc(C(F)(F)F)cc3Cl)cn2n1
    5.8	5.6	-5.8	0.7	0.3	3.5	0.7	-13.3	2.1
COc1ccc(C(C)=O)cc1COC(=O)c1cc(=O)c2ccccc2o1
    2.9	5.0	0.9	-3.6	5.8	2.8	4.4	-14.8	-2.9
CC(OC(=O)c1ccc2c(=O)n3c(nc2c1)CCC3)C(=O)Nc1ccc(C(N)=O)cc1 (stereo unspecified)
    7.7	9.9	-1.3	3.5	0.4	-8.5	7.1	-2.8	-3.2
N/C(=N\OC(=O)CN1C(=O)c2ccccc2C1=O)c1ccc(Cl)cc1
    8.7	20.0	0.6	2.0	2.7	-9.4	17.7	-10.2	-9.6
O=C(NC(=S)Nc1ccccc1N1CCCC1)c1ccccc1[N+](=O)[O-]
    -3.8	-10.1	-0.4	-4.3	4.7	3.3	-5.7	13.1	2.3
C/C(CC(=O)Nc1cc(Cl)ccc1C)=N\NC(=O)C(=O)N1CCCC1
    0.0	1.4	-0.1	3.6	-1.0	-0.1	1.3	-5.1	-1.3
Cc1ccc2nc3sc(C(=O)Nc4c(C)[nH]c(=O)[nH]c4=O)c(N)c3cc2c1
    -9.1	3.8	10.1	0.3	8.4	0.8	-10.8	-5.5	-13.7
CC1=C(C(N)=O)C(c2ccco2)C(C(N)=O)=C(C)N1
    3.3	-3.4	0.6	-2.1	0.1	-1.0	0.3	-2.3	1.9
COCCCNc1nc2c(c(=O)[nH]c(=O)n2C)n1CCCc1ccccc1
    -1.4	3.0	-1.7	-7.2	0.5	7.5	-2.2	0.9	4.5
CCN(C(=O)c1cc(Cl)ccc1OC)C1CCCCC1
    13.1	9.2	-1.4	-2.7	-1.8	-1.9	3.5	1.3	-1.3
CCOC(=O)c1nn(-c2ccc(F)cc2)cc1O
    3.1	7.1	0.1	0.1	0.9	2.4	1.2	-2.8	-5.3
CCc1nc2ccccc2c(C(=O)OCC(=O)NCc2ccc3c(c2)OCO3)c1C
    0.0	6.2	-1.1	-0.3	4.4	-9.5	0.0	3.0	-4.8
COc1cc(C(c2c(C)[nH][nH]c2=O)c2c(C)[nH][nH]c2=O)cc(Cl)c1O
    -1.6	0.3	-2.5	-1.2	0.8	21.2	-4.5	-3.6	3.4
CCCCn1cnc2c(c(CC#N)nn2-c2ccccc2)c1=N
    -0.9	6.0	-0.6	-1.9	2.6	3.8	5.9	-16.8	-3.0
COC(=O)c1ccc(NC(=O)CCN2C(=O)NC(C)(C)C2=O)cc1
    13.0	10.3	0.0	3.8	2.6	-4.6	3.2	-15.7	-7.5
COc1ccccc1N1CCN(C(=O)c2c(C)cc(=O)oc2C)CC1
    10.6	9.6	-0.3	-0.2	1.1	0.7	-1.7	-10.3	5.7
CCOC(=O)C1=C(C)NC2=C(C(=O)C(C(=O)OCC)C(c3ccco3)C2)C1c1ccccn1 (stereo unspecified)
    6.6	7.5	-1.4	0.7	0.6	6.3	-0.8	-6.5	-7.8
COc1ccc(NC(=O)CSc2nnnn2C2CCCCC2)cc1
    7.9	12.6	-1.0	0.1	0.5	-2.6	6.4	-8.1	-6.3
CCCc1ccc(OC(=O)c2cccs2)cc1
    -2.7	3.3	1.0	-1.4	0.2	6.0	-5.8	-1.2	2.4
Cc1ccc2c(C)c(C(=O)N3CCN(Cc4ccccn4)CC3)oc2c1C
    -0.4	3.8	-0.2	0.2	4.5	-0.2	-1.5	-11.7	-7.6
CC(C)C(C(=O)Nc1nccs1)N1C(=O)c2ccccc2C1=O (stereo unspecified)
    3.4	6.6	-1.7	0.7	3.0	-8.8	-6.3	-6.9	-2.9
Cc1cccc(CCNS(=O)(=O)c2ccc3c(c2)NC(=O)CO3)c1
    -0.8	-2.0	-0.4	-2.0	4.1	9.6	-3.2	13.0	0.1

Compound profiles (already shown):
CCN(C(=O)c1cc(Cl)ccc1OC)C1CCCCC1 as listed: M4 PAM = 13.1; M1 PAM = 9.2; CRFBP-R2 agonist = -1.4; CHRM5 agonist = -2.7; M4 ag = -1.8; M5 antag = -1.9; M5 PAM = 3.5; CHRM1 antagonist = 1.3; CHRM4 antagonist = -1.3
CCCCn1cnc2c(c(CC#N)nn2-c2ccccc2)c1=N as listed: M4 PAM = -0.9; M1 PAM = 6.0; CRFBP-R2 agonist = -0.6; CHRM5 agonist = -1.9; M4 ag = 2.6; M5 antag = 3.8; M5 PAM = 5.9; CHRM1 antagonist = -16.8; CHRM4 antagonist = -3.0

Other entries.
Order of results – M4 PAM	M1 PAM	CRFBP-R2 agonist	CHRM5 agonist	M4 ag	M5 antag	M5 PAM	CHRM1 antagonist	CHRM4 antagonist
CNC(=O)C(=O)Nc1ccc2c(c1)N(S(=O)(=O)c1cccs1)CCC2
    5.2	5.7	-1.4	-4.6	0.6	-5.6	13.0	-8.0	-3.8
COc1cc(OC)cc(C(=O)NC(C(=O)NNC(=O)c2cc(Cl)ccc2OC)C(C)C)c1 (stereo unspecified)
    9.7	1.5	-0.2	-4.0	0.4	4.1	-3.0	-2.4	5.1
CCC(Sc1nc2ncccc2[nH]1)C(=O)NCCc1ccccc1 (stereo unspecified)
    0.7	5.4	4.1	0.9	1.6	3.1	-2.8	-11.9	-6.1
CCCCn1c(N)c(N(CCC(C)C)C(=O)c2ccc(C)o2)c(=O)[nH]c1=O
    2.4	-3.3	0.5	-0.1	0.7	7.8	4.2	11.5	7.7
N#C/C(=C\c1ccc(N2CCOCC2)o1)C(=O)N1CCOCC1
    -4.0	8.1	57.8*	4.0	3.8	0.1	-1.5	-4.7	2.3
Nc1sc(-c2ccccc2)cc1-c1n[nH]c(=S)n1C1CCCCC1
    0.7	13.8	1.3	-3.3	0.0	1.2	-5.3	-16.5	-8.8
NS(=O)(=O)c1cccc(NC(=O)COC(=O)c2cc(Cl)ccc2[N+](=O)[O-])c1
    6.2	8.2	2.1	-2.0	3.2	9.0	-8.9	-10.2	21.6
CCSc1nnc(NC(=O)C2Cc3ccccc3CN2S(=O)(=O)CC)s1 (stereo unspecified)
    0.8	1.6	0.3	-2.9	3.9	-3.5	1.7	1.9	-4.0
O=C(O)CCc1ccc(-c2ccccc2)n1-c1cccc(C(=O)O)c1
    -0.3	7.8	-3.7	-1.2	1.3	-4.1	4.4	-10.0	-5.9
O=C(N/N=C/c1cccnc1)/C(=C\c1cccs1)NC(=O)c1ccccc1
    2.5	-1.4	-0.4	0.4	3.3	2.5	-3.7	4.8	-0.3
Cc1cc(C(=O)N2CCN(c3cccc(Cl)c3)CC2)c(C)o1
    -4.6	0.6	-1.3	-0.8	3.3	-2.4	0.7	-18.4	-0.3
CCOC(=O)Cc1csc(NC(=O)c2ccc(OC)c(OC)c2)n1
    -1.6	5.9	-1.1	5.4	4.5	-7.2	1.5	-10.7	-7.7
